TcdB GH inh – blocks C. difficile toxin B glycohydrolase activity; inhibition, % at 9.99 µM; P18177; TcdB glycohydrolase enzymatic assay, plate reader; AID 652162; actives 0.24% (n = 350,000); in the data active = inhibition above about 10%
Target sequence (P18177 whole entry, looked up): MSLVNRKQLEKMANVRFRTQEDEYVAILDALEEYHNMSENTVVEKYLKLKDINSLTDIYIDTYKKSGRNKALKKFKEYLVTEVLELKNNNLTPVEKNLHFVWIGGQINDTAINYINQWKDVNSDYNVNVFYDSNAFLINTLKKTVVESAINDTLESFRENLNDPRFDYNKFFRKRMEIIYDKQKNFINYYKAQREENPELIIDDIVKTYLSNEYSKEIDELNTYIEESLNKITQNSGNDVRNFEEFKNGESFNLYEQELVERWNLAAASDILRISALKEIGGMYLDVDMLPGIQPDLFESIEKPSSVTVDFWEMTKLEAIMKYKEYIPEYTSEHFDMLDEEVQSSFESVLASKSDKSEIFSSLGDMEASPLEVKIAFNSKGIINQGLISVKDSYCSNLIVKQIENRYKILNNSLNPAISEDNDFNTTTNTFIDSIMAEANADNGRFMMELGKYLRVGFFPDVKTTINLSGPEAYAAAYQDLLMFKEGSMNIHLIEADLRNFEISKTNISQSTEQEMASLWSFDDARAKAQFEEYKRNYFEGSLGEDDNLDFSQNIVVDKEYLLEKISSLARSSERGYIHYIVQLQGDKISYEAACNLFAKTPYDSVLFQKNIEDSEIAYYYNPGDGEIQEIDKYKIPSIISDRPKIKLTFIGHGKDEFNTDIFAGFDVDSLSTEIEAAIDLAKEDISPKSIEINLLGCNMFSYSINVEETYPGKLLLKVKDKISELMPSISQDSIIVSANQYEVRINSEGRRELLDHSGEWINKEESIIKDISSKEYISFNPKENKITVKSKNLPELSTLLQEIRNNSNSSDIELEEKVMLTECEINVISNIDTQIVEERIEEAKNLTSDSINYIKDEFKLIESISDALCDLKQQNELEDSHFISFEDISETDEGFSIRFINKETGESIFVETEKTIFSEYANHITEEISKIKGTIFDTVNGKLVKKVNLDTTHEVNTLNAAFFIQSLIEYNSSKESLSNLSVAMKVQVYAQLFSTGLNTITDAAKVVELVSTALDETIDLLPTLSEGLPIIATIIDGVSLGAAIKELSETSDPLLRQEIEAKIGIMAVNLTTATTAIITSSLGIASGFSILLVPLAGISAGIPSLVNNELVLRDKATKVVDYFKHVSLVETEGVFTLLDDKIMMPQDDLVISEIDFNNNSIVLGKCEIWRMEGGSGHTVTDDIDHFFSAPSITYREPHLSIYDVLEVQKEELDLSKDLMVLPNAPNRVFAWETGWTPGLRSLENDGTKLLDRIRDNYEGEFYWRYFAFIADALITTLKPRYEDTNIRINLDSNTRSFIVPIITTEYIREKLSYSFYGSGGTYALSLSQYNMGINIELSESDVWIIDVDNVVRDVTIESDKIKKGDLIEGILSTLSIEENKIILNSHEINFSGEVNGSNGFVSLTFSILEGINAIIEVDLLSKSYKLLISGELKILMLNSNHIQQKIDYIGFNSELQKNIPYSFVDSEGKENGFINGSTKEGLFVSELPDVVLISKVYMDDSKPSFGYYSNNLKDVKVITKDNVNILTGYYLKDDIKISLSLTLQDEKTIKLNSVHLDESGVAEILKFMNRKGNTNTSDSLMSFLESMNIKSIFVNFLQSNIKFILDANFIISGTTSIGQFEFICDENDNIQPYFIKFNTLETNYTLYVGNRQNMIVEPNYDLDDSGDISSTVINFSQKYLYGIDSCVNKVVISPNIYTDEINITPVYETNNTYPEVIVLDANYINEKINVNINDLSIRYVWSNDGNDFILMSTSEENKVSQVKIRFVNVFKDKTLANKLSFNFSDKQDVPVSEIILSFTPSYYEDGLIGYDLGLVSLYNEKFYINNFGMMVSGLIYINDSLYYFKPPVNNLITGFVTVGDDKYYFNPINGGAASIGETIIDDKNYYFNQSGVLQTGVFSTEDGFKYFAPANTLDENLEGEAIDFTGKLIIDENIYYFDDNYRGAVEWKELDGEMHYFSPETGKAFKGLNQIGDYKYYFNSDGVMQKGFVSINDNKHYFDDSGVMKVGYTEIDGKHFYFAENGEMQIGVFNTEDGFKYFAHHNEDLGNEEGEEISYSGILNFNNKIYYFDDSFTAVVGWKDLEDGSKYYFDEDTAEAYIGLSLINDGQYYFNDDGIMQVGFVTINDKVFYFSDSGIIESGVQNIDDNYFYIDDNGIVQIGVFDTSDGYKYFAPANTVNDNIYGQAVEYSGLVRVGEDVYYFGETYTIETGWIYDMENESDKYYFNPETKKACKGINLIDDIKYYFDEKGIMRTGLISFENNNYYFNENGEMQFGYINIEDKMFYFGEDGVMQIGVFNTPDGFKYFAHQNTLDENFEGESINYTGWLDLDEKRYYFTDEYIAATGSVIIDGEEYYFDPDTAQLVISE
Starred values were filed as active, the others as inactive; & = joins results of further samples.

SMILES	TcdB GH inh
COc1ccccc1-c1cnc2c(c1)C(=O)N([C@@H](C)CO)C[C@@H](C)[C@H](CN(C)Cc1ccncc1)O2	0.4
COC(=O)C[C@H]1C[C@H]2c3cc(NC(=O)NC4CCCCC4)ccc3O[C@H]2[C@H](CO)O1	-0.2
COc1ccccc1S(=O)(=O)N[C@H]1C=C[C@@H](CC(=O)N2CCCCC2)O[C@H]1CO	-3.6
COc1ccc(S(=O)(=O)N(C)C[C@@H]2Oc3ccc(NS(=O)(=O)c4cccs4)cc3C(=O)N([C@@H](C)CO)C[C@@H]2C)cc1	-0.1
CCCC#Cc1ccc([C@H]2[C@@H](CO)N3C(=O)CN(C(=O)c4ccccn4)C[C@H]23)cc1	0.4
C[C@@H]1CN([C@@H](C)CO)C(=O)c2cccc(NC(=O)C3CC3)c2O[C@H]1CN(C)C	-0.5
CCNC(=O)[C@@H]1[C@@H](CO)[C@@H]2Cn3c(ccc(-c4ccc(F)cc4)c3=O)[C@@H]2N1CC1CC1	-0.4
C[C@H](CO)N1C[C@H](C)[C@@H](CN(C)Cc2ccncc2)Oc2ccc(N(C)C)cc2CC1=O	-10
C[C@@H]1CN([C@@H](C)CO)C(=O)Cc2cc(NC(=O)CCC(F)(F)F)ccc2O[C@H]1CN(C)Cc1ccc(-c2ccccc2)cc1	-1.4
COCC#Cc1cnc2c(c1)C(=O)N([C@H](C)CO)C[C@H](C)[C@@H](CN(C)C(=O)NC1CCCC1)O2	0.9
O=C(C[C@H]1C=C[C@@H](NC(=O)Nc2ccc(F)cc2)[C@H](CO)O1)NCCN1CCCC1	-0.2
CCCc1cn(CC[C@H]2CC[C@H](NS(=O)(=O)c3ccc(-c4ccccc4)cc3)[C@@H](CO)O2)nn1	0.1

Reprinted at random: three records from the list, in no set order.
SMILES	TcdB GH inh
COCC#Cc1cnc2c(c1)C(=O)N([C@H](C)CO)C[C@H](C)[C@@H](CN(C)C(=O)NC1CCCC1)O2	0.9
COc1ccccc1S(=O)(=O)N[C@H]1C=C[C@@H](CC(=O)N2CCCCC2)O[C@H]1CO	-3.6
C[C@@H]1CN([C@@H](C)CO)C(=O)c2cccc(NC(=O)C3CC3)c2O[C@H]1CN(C)C	-0.5

Continued.
SMILES	TcdB GH inh
COc1ccc(CNC(=O)C[C@@H]2CC[C@H](NC(=O)c3cccc(F)c3)[C@H](CO)O2)cc1	0.0
C[C@@H]1CN([C@H](C)CO)S(=O)(=O)c2ccc(C#CCN(C)C)cc2O[C@H]1CN(C)C(=O)Nc1ccccc1F	-0.2
C[C@@H]1CCCCO[C@H](CN(C)Cc2ccncc2)[C@H](C)CN([C@@H](C)CO)C(=O)c2cc(NC(=O)Nc3cccc4ccccc34)ccc2O1	-0.5
Cc1ccc(S(=O)(=O)N(C)C[C@@H]2Oc3ccc(NC(=O)C4CC4)cc3CC(=O)N([C@H](C)CO)C[C@@H]2C)cc1	-0.8
O=C(C[C@@H]1CC[C@H]2[C@@H](COC[C@@H](O)CN2C(=O)c2ccccc2F)O1)NCc1ccccc1	0.0
O=C(c1ccc(F)cc1)N1CC(=O)N2[C@H](C1)[C@H](c1ccc(C#CC3CC3)cc1)[C@@H]2CO	-0.8
CCC(=O)N(C)C[C@@H]1Oc2ncc(C#CC3(O)CCCC3)cc2C(=O)N([C@H](C)CO)C[C@H]1C	0.3
COc1ccccc1-c1ccc2c(c1)O[C@H](CN(C)C)[C@@H](C)CN([C@@H](C)CO)S2(=O)=O	0.3
COCC#Cc1cnc2c(c1)C(=O)N([C@H](C)CO)C[C@@H](C)[C@H](CN(C)C(=O)CCN1CCCCC1)O2	0.6
COc1ccc2c3c(n(C)c2c1)[C@@H](CO)N(S(=O)(=O)c1ccccc1)CC31CCN(C)CC1	0.3
CN1[C@H](C(=O)Nc2nccs2)[C@@H](CO)[C@@H]2Cn3c(ccc(/C=C/c4ccccc4)c3=O)[C@@H]21	0.3
O=C(CC1CC1)N1CC(=O)N2[C@H](CO)[C@H](c3ccc(/C=C/c4ccccc4)cc3)[C@@H]2C1	-1.0
CN(C)C(=O)c1cccc(-c2ccc([C@@H]3[C@H]4CN(Cc5cccnc5)CCCCN4[C@H]3CO)cc2)c1	-0.5
Cc1ccc(-c2ccc3c(c2)O[C@@H](CN(C)C(=O)Nc2ccc(F)cc2)[C@@H](C)CN([C@H](C)CO)S3(=O)=O)cc1	0.2
CNC[C@@H]1OCCCC[C@@H](C)Oc2ccc(NC(=O)CCC(F)(F)F)cc2C(=O)N([C@@H](C)CO)C[C@H]1C	0.3
Cc1noc(C)c1S(=O)(=O)Nc1ccc2c(c1)C(=O)N([C@H](C)CO)C[C@@H](C)[C@@H](CN(C)C(=O)Nc1ccccc1)OCCCC[C@@H](C)O2	1.5
COc1ccc(S(=O)(=O)N(C)C[C@H]2OCc3ccccc3-c3ccccc3C(=O)N([C@@H](C)CO)C[C@H]2C)cc1	-0.2
C[C@H](CO)N1C[C@H](C)[C@@H](CN(C)CC2CC2)Oc2ccc(NS(=O)(=O)c3cn(C)cn3)cc2C1=O	-0.6
COCC(=O)N(C)C[C@H]1Oc2ncc(-c3ccccc3C)cc2C(=O)N([C@@H](C)CO)C[C@@H]1C	0.1
CC=Cc1ccc2n(c1=O)C[C@@H]1[C@@H](CO)[C@H](C(=O)NCc3ccccc3)N(C)[C@H]21 (mixture of isomers)	0.0
C[C@H](CO)N1C[C@H](C)[C@@H](CN(C)C(=O)c2ccc(F)cc2)Oc2cc(C3=CCCCC3)ccc2S1(=O)=O	-0.2
Cc1ccc(S(=O)(=O)Nc2ccc3c(c2)C(=O)N([C@@H](C)CO)C[C@H](C)[C@H](CN(C)Cc2ccc4c(c2)OCO4)OCCCC[C@@H](C)O3)cc1	-0.1
C[C@H](CO)N1C[C@H](C)[C@H](CN(C)C(=O)Nc2cccc(F)c2)OCc2cn(nn2)CCCC1=O	-6.1
Cc1cccc(S(=O)(=O)N2CC[C@@H]3[C@H](CO)Nc4ccc(C#Cc5cccc(F)c5)cc4[C@@H]32)c1	1.0

A portion of the results above:
SMILES	TcdB GH inh
CN(C)C(=O)c1cccc(-c2ccc([C@@H]3[C@H]4CN(Cc5cccnc5)CCCCN4[C@H]3CO)cc2)c1	-0.5
Cc1ccc(-c2ccc3c(c2)O[C@@H](CN(C)C(=O)Nc2ccc(F)cc2)[C@@H](C)CN([C@H](C)CO)S3(=O)=O)cc1	0.2
CNC[C@@H]1OCCCC[C@@H](C)Oc2ccc(NC(=O)CCC(F)(F)F)cc2C(=O)N([C@@H](C)CO)C[C@H]1C	0.3
Cc1noc(C)c1S(=O)(=O)Nc1ccc2c(c1)C(=O)N([C@H](C)CO)C[C@@H](C)[C@@H](CN(C)C(=O)Nc1ccccc1)OCCCC[C@@H](C)O2	1.5
COc1ccc(S(=O)(=O)N(C)C[C@H]2OCc3ccccc3-c3ccccc3C(=O)N([C@@H](C)CO)C[C@H]2C)cc1	-0.2

Additional entries.
SMILES	TcdB GH inh
O=C(C[C@H]1C[C@H]2c3cc(NC(=O)c4cccnc4)ccc3O[C@H]2[C@@H](CO)O1)NCc1cc(F)ccc1F	-1.1
CN(C)CC(=O)N1[C@@H](C#N)[C@@H](c2ccc(-c3ccc(C(=O)N(C)C)cc3)cc2)[C@@H]1CO	-0.1
O=C(C[C@@H]1CC[C@@H]2[C@H](COC[C@H](O)CN2C(=O)C2CCCC2)O1)NCc1ccncc1	-20
NCC[C@H]1CC[C@@H](NC(=O)C2CC2)[C@@H](CO)O1	-1.0
COc1cccc(-c2ccc3c(c2)O[C@H](CN(C)Cc2cccnc2)[C@@H](C)CN([C@@H](C)CO)S3(=O)=O)c1	-1.6
COc1ccccc1CNC(=O)C[C@H]1CC[C@H](NC(=O)CN(C)C)[C@@H](CO)O1	0.4
C[C@@H]1CCCCO[C@@H](CN(C)C(=O)CCC(F)(F)F)[C@H](C)CN([C@@H](C)CO)C(=O)c2cc(N(C)C)ccc2O1	-13
O=C(C[C@@H]1CC[C@@H]2[C@H](COC[C@@H](O)CN2C(=O)c2cnccn2)O1)NCc1ccc(Oc2ccccc2)cc1	-1.3
C[C@H]1CCCCO[C@H](CN(C)C(=O)Nc2ccc3c(c2)OCO3)[C@@H](C)CN([C@@H](C)CO)C(=O)c2cc(NC(=O)C3CCCCC3)ccc2O1	-1.4
CCNC(=O)C[C@@H]1C=C[C@H](NC(=O)C2CC2)[C@H](CO)O1	-0.2
Cc1noc(C)c1NC(=O)Nc1ccc2c(c1)C(=O)N([C@H](C)CO)C[C@H](C)[C@H](CN(C)C(=O)Nc1ccc(F)cc1)OCCCC[C@@H](C)O2	2.5
C[C@@H]1CCCCO[C@@H](CN(C)S(C)(=O)=O)[C@H](C)CN([C@@H](C)CO)C(=O)c2cc(NC(=O)CCCN(C)C)ccc2O1	0.1
OC[C@@H]1[C@@H](c2ccc(-c3cccc(F)c3)cc2)[C@@H]2CN(CCC(F)(F)F)CCCCN12	0.6
COc1ccc(S(=O)(=O)N(C)C[C@@H]2Oc3ccc(NS(=O)(=O)c4ccc(Cl)cc4)cc3C(=O)N([C@@H](C)CO)C[C@@H]2C)cc1	0.6
O=C(NC1CCCCC1)N1CC2(C1)[C@H](c1ccccc1)[C@H](CO)N2CC1CC1	-0.2
COCC#Cc1cnc2c(c1)C(=O)N([C@@H](C)CO)C[C@@H](C)[C@H](CN(C)C(=O)c1ccc3c(c1)OCO3)O2	0.5
C[C@@H]1CCCCO[C@@H](CN(C)C(=O)Nc2ccc(F)cc2)[C@H](C)CN([C@@H](C)CO)C(=O)c2cc(NS(=O)(=O)c3ccc(Cl)cc3)ccc2O1	0.9
C[C@@H]1CN([C@H](C)CO)C(=O)c2cccc(NC(=O)c3nc4ccccc4s3)c2O[C@H]1CN(C)CC1CCCCC1	0.4
C[C@@H]1CCCCO[C@@H](CN(C)C(=O)Nc2ccc(C(F)(F)F)cc2)[C@H](C)CN([C@H](C)CO)C(=O)c2cc(NC(=O)Nc3ccc(F)cc3)ccc2O1	1.1
O=C(Cc1ccccn1)N1[C@H](CO)[C@@H]2c3ccccc3NC[C@@H]21	-0.2
C[C@@H]1CN([C@@H](C)CO)C(=O)Cc2cc(NC(=O)Cn3cnnn3)ccc2O[C@H]1CN(C)Cc1ccc(C(F)(F)F)cc1	-1.9
COc1ccc(S(=O)(=O)Nc2ccc3c(c2)C(=O)N([C@@H](C)CO)C[C@@H](C)[C@@H](CN(C)C(=O)Nc2ccccc2)O3)cc1	0.6
O=C(N[C@@H]1CC[C@@H](CCn2cc(-c3ccc(F)cc3)nn2)O[C@H]1CO)c1cnccn1	-0.5
O=C(c1cnccn1)N1CC(=O)N2[C@H](CO)[C@@H](c3ccc(C#CCC4CCCC4)cc3)[C@@H]2C1	-1.0
COc1cccc(CN2C[C@@H]3N[C@H](C2)C3c2ccc(-c3ccccc3F)cc2)c1 (stereo not given in full)	0.5&0.2
C[C@H](CO)N1C[C@H](C)[C@@H](CN(C)S(=O)(=O)c2ccc(Cl)cc2)Oc2ccc(NC(=O)Nc3ccccc3)cc2C1=O	-0.2
Cc1noc(C)c1S(=O)(=O)Nc1ccc2c(c1)C(=O)N([C@H](C)CO)C[C@H](C)[C@@H](CN(C)C(=O)c1ccccc1)OCCCC[C@@H](C)O2	-16
C[C@@H]1CN([C@H](C)CO)C(=O)c2cc(NS(C)(=O)=O)ccc2O[C@@H](C)CCCCO[C@H]1CN(C)Cc1ccccc1	-0.1
O=C(C[C@@H]1C=C[C@@H](NS(=O)(=O)c2ccccc2)[C@@H](CO)O1)NCCN1CCCCC1	-0.2
C[C@@H]1CN([C@H](C)CO)S(=O)(=O)c2ccc(C#Cc3ccc(F)cc3)cc2O[C@@H]1CN(C)C	0.9
COc1ccc(NC(=O)N(C)C[C@H]2Oc3ccc(NS(C)(=O)=O)cc3C(=O)N([C@H](C)CO)C[C@H]2C)cc1	1.1
C[C@@H]1CN([C@H](C)CO)C(=O)c2c(c3ccccc3n2C)-c2ccccc2CO[C@@H]1CN(C)S(C)(=O)=O	-0.7
C[C@H](CO)N1C[C@H](C)[C@@H](CN(C)Cc2ccc(Oc3ccccc3)cc2)Oc2ncc(-c3ccncc3)cc2C1=O	1.1
COCC(=O)N1CC(=O)N2[C@H](CO)[C@H](c3ccc(C#CC(C)C)cc3)[C@H]2C1	0.4
O=C(Cc1ccncc1)NCC[C@@H]1CC[C@H](NC(=O)C2CCCCC2)[C@@H](CO)O1	0.0
C[C@H]1CN([C@@H](C)CO)C(=O)Cc2cc(NC(=O)Cc3ccccc3)ccc2O[C@H]1CN(C)S(C)(=O)=O	-0.3
Cc1noc(C)c1NC(=O)N(C)C[C@@H]1Oc2ccc(NC(=O)Cn3cnnn3)cc2C(=O)N([C@H](C)CO)C[C@@H]1C	-1.3
COc1cc2c(cc1OC)CN(C(=O)[C@H]1[C@@H]3C(=O)O[C@@H](c4ccccc4)[C@@H](c4ccccc4)N3[C@@H](c3ccc(O)cc3)[C@]13C(=O)Nc1ccccc13)CC2	2.8
C[C@H](CO)N1C[C@H](C)[C@H](CN(C)C(=O)Nc2ccccc2)Oc2c(NS(C)(=O)=O)cccc2C1=O	-0.9
O=C(C1CC1)N1CC(=O)N2[C@H](C1)[C@@H](c1ccc(-c3ccccc3F)cc1)[C@@H]2CO	1.0
CO[C@@H]1CN(C)C(=O)c2ccc(NC(=O)NC3CCCCC3)cc2OC[C@@H](C)N(CC2CC2)C[C@H]1C	0.6
CCS(=O)(=O)N1CC(=O)N2[C@@H](CO)[C@H](c3ccc(-c4cccc(F)c4)cc3)[C@@H]2C1	-0.4
C[C@H](CO)N1C[C@H](C)[C@@H](CN(C)C(=O)C2CC2)Oc2ncc(C#Cc3cccc(F)c3)cc2C1=O	-9.1
C[C@@H]1CCCCO[C@H](CN(C)C(=O)Nc2ccc3c(c2)OCO3)[C@H](C)CN([C@@H](C)CO)C(=O)c2cc(NS(=O)(=O)c3cn(C)cn3)ccc2O1	1.2
C[C@H](CO)N1C[C@H](C)[C@@H](CN(C)Cc2ccc3c(c2)OCO3)Oc2ccc(NC(=O)NC3CCCCC3)cc2C1=O	-0.8

Some of the compounds tested; the hit share may differ from the screen's.
